# Bioassay records: PubChem, NCI
# Growth percent in the NCI-60 one-dose screen (48 h, 10 µM unless noted): 100 = growth as untreated, 0 = no growth, -100 = all killed.
# U251: U251 CNS tumor cells. 5.4% of 80,000 active. AID 1794753
# SF-268: SF-268 CNS cancer cells. 3.1% of 82,000 active. AID 1794759
# CAKI-1: CAKI-1 renal cancer. 4.7% of 75,000 active. AID 1794772
# SF-539: SF-539 CNS cancer. 6.8% of 81,000 active
# A498: A498 renal cancer cells; 5.4% of 76,000 active; AID 1794774
# NCI-H23: NCI-H23 lung cancer | 4% of 80,000 active | AID 1794731
# SNB-75: SNB-75 CNS cancer. AID 1794750. 5% of 79,000 active
# SF-295: SF-295 CNS cancer cells. 5.6% of 79,000 active. AID 1794758
# SNB-19: SNB-19 CNS cancer cells; 2.5% of 81,000 active
# * = called active by the depositor; . = no result given; & = joins results of further samples; ! = repeats disagree. Rule for the calls: active = growth percent below 10; inactive = the rest.
SMILES,U251,SF-268,CAKI-1,SF-539,A498,NCI-H23,SNB-75,SF-295,SNB-19
C/C(Cl)=C\COC1=CC(=O)c2ccccc2C1=O,78,96,98,98,109,69,100,98,90
O=[N+]([O-])c1ccc(N=Nc2c(S(=O)(=O)O)cc3cc(S(=O)(=O)O)ccc3c2O)c([N+](=O)[O-])c1,106,105,102,106,83,101,91,115,103
O=C(CC(=O)c1ccccc1)Nc1ccc([N+](=O)[O-])cc1,86,98,72,108,83,94,88,102,100
N#Cc1ccc(O)c(C2=NCC(C3CCNCC3)O2)c1 (stereo not given),89,95,93,99,130,102,84,97,101
CN1CCN(Cc2ccc(NC(=O)c3cncc(C#Cc4cnc5ccc(N6CCOCC6)nn45)c3)cc2C(F)(F)F)CC1,-93*,-62*,-50*,-91*,-94*,-66*,-46*,-85*,-20*
COc1ccccc1O,93,107,96,109,95,.,94,96,106
COC(=O)C1=C(C(C)=O)C(c2ccccc2)C(C#N)=C(N)O1 (stereo not given),119,116,120,.,123,105,.,118,96
Cc1c(C(=O)NCCC(=O)NO)sc2ncnc(Nc3ccccc3)c12,102,97,96,94,.,96,81,92,100
COc1ccc(/C(C)=N/N=C2C(=O)N(Cc3ccccc3)c3ccccc32)cc1S(N)(=O)=O,90,82,81,91,116,84,74,76,80
CN(C)c1ccc(/C=N/NC(=O)CSc2nc3ccccc3c(=O)n2CCc2ccc(S(N)(=O)=O)cc2)cc1,89,90,91,103,92,88,95,83,101
Cc1nc2ccccc2o1,103,96,113,95,87,97,86,115,103
NC(=O)C(C1=CCCCC1)c1ccccc1 (stereo not given),95,101,98,95,90,100,99,100,103
CCOC(=O)c1ccc(OC)cc1,97,102,106,99,91,89,103,105,108
COc1ccccc1NCc1nnc(-c2ccc(Cl)cc2)o1,97,99,.,98,105,91,89,97,99
COC(=O)/C=C/C(=N/Nc1ccccc1)c1ccccc1,85,87,78,96,69,93,70,110,98
COc1cc(OC)nc(NC(=O)CNc2nnc(-c3cccnc3SCc3ccccc3)s2)n1,82,87,86,93,70,89,73,93,77
COc1ccc(-c2cc(C(=O)N=Nc3c(O)[nH]c4ccccc34)c3ccccc3n2)cc1,-68*,-0.1*,-59*,-76*,112,-36*,54,4.8*,-39*
CCOC(=O)C1C(=O)C=C(c2ccc3c(c2)OCO3)CC1c1sc(N(C)Cc2ccccc2)nc1Cl (stereo not given),95,89,83,102,100,94,.,100,85
CCOC(=O)c1sc2ncc(-c3ccc(C)cc3)n2c1C,96,106,88,94,104,83,75,97,95
O=C(CC(=O)c1ccc(F)cc1)Nc1ccccc1C(=O)O,100,102,96,103,113,110,98,103,105
NNC(=O)c1ccc([N+](=O)[O-])cc1,99,100,101,99,102,97,89,98,109
CCN1C(=O)N(CC)C2Nn3c(s/c(=C4\C(=O)N(CCC(C)C)c5ccccc54)c3=O)=NC21 (stereo not given),88,82,51,87,73,88,59,98,89
CCOC(=O)Cc1ccc(OC)cc1,97,99,96,106,86,101,89,101,112
COc1cc(/C=C\c2ccc(-c3ccc(-c4ccc(F)cc4)cc3)cc2)cc(OC)c1OC,105,109,75,120,99,88,81,.,109
COC(=O)C(CC(=O)c1ccc(Cl)cc1)c1ccccc1 (stereo not given),100,113,95,109,.,102,109,114,96
C/C(=N/NC(=S)Nc1ccccc1)c1nc2ccc(Cl)cc2[nH]1,-44*,-90*,9.4*,-72*,-81*,-45*,-75*,-59*,-34*
O=c1nc(-c2ccc(Br)cc2)cc(-c2cn(-c3ccccc3)nc2-c2ccc(OCc3ccccc3)cc2)[nH]1,100,96,101,100,96,108,106,106,101
CCCCC(O)(CC(=O)OCC)c1ccccc1 (stereo not given),96,108,99,104,96,103,88,108,106
NC(=O)c1c(NC(=O)Cc2ccc(Cl)cc2)sc2c1CCCC2,95,99,115,91,.,89,101,99,82
CCCCN(CCCC)CC(O)c1ccc(F)c2ccccc12 (stereo not given),79,90,81,79,65,65,91,62,90
O=C(O)c1ccc(N2C(=O)/C(=C\c3ccc(-c4ccc(F)cc4)o3)SC2=S)cc1,100,90,89,95,119,102,88,96,100
COc1cc(C2CC(c3cc(OC)c(OC)c(OC)c3)=Nc3c(C)nn(-c4ccccc4)c3N2)ccc1Oc1nc2c(c(=O)n(C)c(=O)n2C)n1C (stereo not given),106,67,92,98,94,103,80,97,98
c1ccc(NP2(Nc3ccccc3)=NP(Nc3ccccc3)(Nc3ccccc3)=NP(Nc3ccccc3)(Nc3ccccc3)=N2)cc1,64,83,75,57,111,56,18,42,.
COc1cc2nncc(SC)c2cc1OC,98,96,101,97,93,97,89,103,105
NC(N)=N/N=C/c1cc([N+](=O)[O-])ccc1O,106,111,94,95,102,107,84,98,99
O=C(O)CC1CC1(Cl)Cl (stereo not given),101,97,99,96,94,102,98,103,110
C#CC(C)(C)OC(C)=O,102,97,103,105,120,88,108,105,104
CC(=O)OCC(=O)[C@@]12OC(C)(C)O[C@@H]1CC1C3C[C@H](F)C4=CC(=O)C=C[C@]4(C)[C@@]3(F)[C@@H](O)C[C@@]12C (stereo not given in full),103,107,83,104,112,111,120,116,107
CCN1Cc2c(/C=C/c3ccccc3)nc3ccc(OC)cc3c2N(c2cccc(Cl)c2)C1,76,102,.,75,86,59,64,93,93
CC(=O)OCC(=O)[C@@]1(O)CC[C@H]2[C@@H]3CC=C4C=C(OCc5ccccc5)CC[C@]4(C)[C@H]3C(=O)C[C@@]21C,111,105,95,121,97,103,99,104,100
CCCCCOC(=O)c1c(C)[nH]c(/C=C2\N=C(c3ccc[nH]3)C=C2OC)c1C,-24*,15,-17*,-42*,-21*,-59*,-28*,-37*,21
Cc1ccc(Cl)cc1NN,78,70,65,76,110,86,80,93,96
COc1cc(/C=N/NC(=O)c2cnn3c2NC(c2ccccc2)C3)cc(OC)c1OC (stereo not given),67,81,42,68,.,102,52,53,66
CCCCOc1nc2cc(Cl)ccc2cc1-c1cc(-c2ccc(F)cc2)nc(-c2ccc(F)cc2)c1,103,94,93,99,95,105,95,99,98
O=Cc1cccnc1,100,112,106,114,96,110,109,125,105
CNc1c(C)cccc1C,51,108,86,110,98,107,111,79,111
O=CCc1ccccc1,102&93,108&117,96&103,102&113,106&107,100&104,127&99,95,90&99
O=S(=O)(O)c1ccc2ccccc2c1O,95,101,.,96,124,91,94,111,100
CC1(C2CCCC2)NC(=O)NC1=O (stereo not given),100,96,102,106,101,93,83,113,96
OC(c1cccc(OCc2ccccc2)c1)c1nnc(-c2ccccc2)o1 (stereo not given),97,95,95,93,102,83,94,64,99

# 3 entries from above, as labelled records:
> COc1cc(/C=N/NC(=O)c2cnn3c2NC(c2ccccc2)C3)cc(OC)c1OC (stereo not given)
  U251: 67 | SF-268: 81 | CAKI-1: 42 | SF-539: 68 | A498: . | NCI-H23: 102 | SNB-75: 52 | SF-295: 53 | SNB-19: 66

> CCCCOc1nc2cc(Cl)ccc2cc1-c1cc(-c2ccc(F)cc2)nc(-c2ccc(F)cc2)c1
  U251: 103 | SF-268: 94 | CAKI-1: 93 | SF-539: 99 | A498: 95 | NCI-H23: 105 | SNB-75: 95 | SF-295: 99 | SNB-19: 98

> O=Cc1cccnc1
  U251: 100 | SF-268: 112 | CAKI-1: 106 | SF-539: 114 | A498: 96 | NCI-H23: 110 | SNB-75: 109 | SF-295: 125 | SNB-19: 105

# As entered above.
# SNB-19 result of `COc1cc2nncc(SC)c2cc1OC` = 105
# U251 result of `CCCCN(CCCC)CC(O)c1ccc(F)c2ccccc12` (stereo not given) = 79
# CAKI-1 result of `NC(=O)c1c(NC(=O)Cc2ccc(Cl)cc2)sc2c1CCCC2` = 115

# Later entries:
SMILES,U251,SF-268,CAKI-1,SF-539,A498,NCI-H23,SNB-75,SF-295,SNB-19
C=CCOC(=O)OCCO,100,116,108,96,113,107,98,.,104
c1ccc2c(c1)nc(-c1ccc3c(c1)OCO3)c1cccn12,93,111,100,101,97,95,89,113,100
CC1=N/C(=C\c2ccc(Cl)cc2)C(=O)N1CCc1ccc(S(N)(=O)=O)cc1,100,99,85,99,110,102,96,103,100
CC1=NN(c2ccc(N)cc2)C(=O)C1,97,104,97,89,129,95,98,99,95
N#Cc1ccccc1NC(=O)Nc1ccc(Cc2ccc(NC(=O)Nc3ccccc3C#N)cc2)cc1,.,101,105,96,88,97,102,78,87
CCC1CCCCN1C(=O)OCC(C)C (stereo not given),104,109,.,86,92,117,81,98,105
CCCCSc1nc(C(=O)O)cc(=O)[nH]1,100,104,.,91,123,92,93,104,102
c1ccc(-c2oc3ncn4nc(-c5cccnc5)nc4c3c2-c2ccccc2)cc1,.,89,94,92,91,92,73,100,86
CN(C)/C=C1\Sc2ccc3nsnc3c2N(C)C1=O,99,100,82,105,89,97,73,96,98
Cc1cc(O)cc(C)c1SC#N,91,97,88,96,74,93,96,105,106
O=C(Nc1cccc(C(=O)O)c1)Nc1nc2ccccc2s1,108,91,82,102,103,91,78,95,99
N#CCc1c(Cl)ccc(Cl)c1Cl,95,93,82,99,107,97,92,97,118
O=c1c2cccc3c(Nc4ccc(F)cc4)ccc(c32)c2nc3ccccc3n12,92,95,80,84,66,84,71,109,78
COc1ccc(C(=O)CSc2nc(-c3cnccn3)cc(-c3cccs3)c2C#N)cc1,92,74,66,71,40,85,53,94,77
CCN(CC)Cc1cc2[nH]c3c4ccc(Cl)cc4ncc3c2cc1OC,3.8*!,89&23,81&32,-72*,106&146,68,85&75,91&102,103&104
COc1ccc(/C=C/c2noc(/C=C/c3ccc(OC)c(OC)c3)n2)cc1OC,92,107,88,89,92,82,95,97,110
CCC1(CC)C(=O)N(c2ccccc2)C(=N)N(c2ccccc2)C1=O,97,107,97,107,.,108,97,111,108
Cc1c(C(N)=O)sc2c1c(=O)n(Cc1ccccc1)c1nnc(Nc3ccccc3)n21,97,101,82,100,110,101,.,104,101
COc1ccc(-c2cc(OC)c(OC)cc2-c2nc(-c3ccccc3)c(-c3ccccc3)n2Cc2ccccc2)cc1OC,66,61,.,66,59,49,67,30,60
C(=C\c1cnc2ccccc2n1)/c1ccc2c(c1)OCO2,85,.,81,88,100,99,97,91,84
COc1ccc(C(=O)CSc2nccc(Nc3cccc(C(C)=O)c3)n2)cc1,96,99,65,88,78,80,69,89,87
CCn1cc(CNc2ccc(C(=O)Nc3cc4cc(OC)c(OC)cc4c(C)n3)cc2)cn1,65,61,69,70,74,43,65,60,84
Nc1nc(C(=O)NNC(=O)Nc2ccc(Cl)cc2)nn1-c1ccc(S(N)(=O)=O)cc1,102,98,94,104,100,99,96,103,107
ON=C1CCCCCCC1,97,101,96,99,85,109,82,102,97
CCNC12CCCCC1(O)Oc1ccccc12 (stereo not given),94,94,93,99,99,98,86,97,94
O=C1/C(=C\c2ccc[nH]2)c2ccccc2N1c1ccccc1,99,101,92,94,101,88,85,104,92
CCOC(=O)c1cc(OC(C)=O)c2ccc(OC)c(OC)c2c1,84,98,136,93,83,89,71,102,91
C[C@H]1[C@H]2C3=CC[C@@H]4[C@@]5(C)CC[C@H](NCO)C(C)(C)[C@@H]5CC[C@@]4(C)[C@]3(C)CC[C@@]2(CO)CC[C@@H]1C,78,101,105,83,117,98,85,98,100
CC1(C)CC(=O)c2c(nn(-c3ccc(Br)cc3)c2-c2cn(-c3ccccc3)nc2-c2ccccc2)C1,81,95,76,100,98,95,98,100,94
CCOc1ccc(NC(=O)CSc2nn3c(=O)c(C(C)(C)C)nnc3s2)cc1,105,109,120,104,104,101,105,96,108
Cn1c2ccccc2c2c3c(=O)[nH]c(N)nc3c3c4ccccc4n(CCCCCC#N)c3c21,70,109,78,79,.,61,82,79,115
COc1ccc(C2C(C#N)=C(N)Oc3cc(O)ccc32)cc1OC (stereo not given),100,101,95,99,96,102,98,98,105
Oc1cccc(-c2nc(-c3n[nH]c(=S)o3)cc3c2[nH]c2ccccc23)c1,102,108,93,88,107,101,104,102,106
COc1cc(Cl)cc(-c2nn(C(=O)NCCN3CCN(C)CC3)cc2-c2ccncc2)c1,72,57,85,31,66,85,38,83,60
CC(=O)c1ccc(NC(=O)CSc2nc3[nH]c(=O)n(C)c(=O)c3[nH]2)cc1,105,98,92,97,92,103,99,98,99
C=CCNc1nnc2n(Cc3ccccc3)c(=O)c3c4c(sc3n12)CCCC4,67,86,60,54,56,62,80,63,70
Cc1ccc(-c2cnc3sc(C(=O)NN)c(C)n23)cc1,105,100,97,99,97,98,94,100,103
O=C(Nc1nn(-c2ccc(Cl)cc2Cl)nc1-c1ccccc1)c1ccccc1,94,107,85,121,116,97,86,57,105
O=C(NOC1OC(CO)C(O)C(O)C1O)Nc1ccccc1 (stereo not given),102,86,92,103,120,104,105,98,100
Cc1nnc(/N=C2\NC(=O)/C(=C/c3ccc(Cl)cc3Cl)S2)s1,96,97,.,96,112,90,84,87,106
OCC[P+](c1ccccc1)(c1ccccc1)c1ccccc1,86,83,87,88,92,104,90,92,99

# Sorted by formula weight (smallest number first): some entries from above
SMILES,U251,SF-268,CAKI-1,SF-539,A498,NCI-H23,SNB-75,SF-295,SNB-19
O=C1/C(=C\c2ccc[nH]2)c2ccccc2N1c1ccccc1,99,101,92,94,101,88,85,104,92
Oc1cccc(-c2nc(-c3n[nH]c(=S)o3)cc3c2[nH]c2ccccc23)c1,102,108,93,88,107,101,104,102,106
CC(=O)c1ccc(NC(=O)CSc2nc3[nH]c(=O)n(C)c(=O)c3[nH]2)cc1,105,98,92,97,92,103,99,98,99
CC1(C)CC(=O)c2c(nn(-c3ccc(Br)cc3)c2-c2cn(-c3ccccc3)nc2-c2ccccc2)C1,81,95,76,100,98,95,98,100,94
